hIAP inh – blocks human intestinal alkaline phosphatase; inhibition, % at 10 µM; P09923; purified IAP, CDP-Star luminescence, 30 min; hit rate 0.12% among 330,000;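 active means inhibition reaching a set limit with compound at 10 µM in the primary screen, cut at about 35% in these data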;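 further: plate controls were DMSO wells with enzyme for no effect and no-enzyme buffer wells for full effect; values of inactives mirror those of a sister screen read the other way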
beta cell repl – MIN6 beta-cell proliferation induction; MIN6 cells proliferation, ATPlite luminescence, 48 h; cells starved in 0.2% serum; 100% = growth in 10% serum; proliferation, % at 10 µM; hit rate 0.29% among 330,000; AID 2380;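 active means compounds whose signal lies at least 3.5 SD above the mean of all wells on their plate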;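 further: 0% = DMSO-treated cells in low-serum medium and 100% = 10% serum control; some compounds called inactive have numbers as strong as hits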
A3G deaminase – inhibitors of human APOBEC3G DNA deaminase; recombinant A3G, ssDNA deamination FAM/TAMRA fluorescence; inhibition, % at 20 µM; hit rate 0.28% among 330,000; AID 493012;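 active means inhibition of at least 40% at 20 µM, with no more than 30% in the related APOBEC3A deaminase screen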;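 further: plate controls were DMSO wells with A3G for no effect and wells lacking A3G enzyme for full effect; some compounds called inactive have numbers as strong as hits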
Target sequence (Q9HC16 whole entry, looked up): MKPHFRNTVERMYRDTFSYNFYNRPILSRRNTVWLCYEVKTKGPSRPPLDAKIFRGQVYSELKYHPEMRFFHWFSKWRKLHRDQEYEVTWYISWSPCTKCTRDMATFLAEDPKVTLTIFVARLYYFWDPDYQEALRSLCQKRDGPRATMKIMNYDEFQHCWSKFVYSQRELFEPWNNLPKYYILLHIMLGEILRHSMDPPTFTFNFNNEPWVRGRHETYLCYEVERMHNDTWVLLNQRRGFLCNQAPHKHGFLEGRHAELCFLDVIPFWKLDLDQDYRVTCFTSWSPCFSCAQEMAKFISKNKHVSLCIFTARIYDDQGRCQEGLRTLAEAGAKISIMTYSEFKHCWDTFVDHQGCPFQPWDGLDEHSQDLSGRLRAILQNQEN
mIAP activ – mouse IAP activation. muIAP, CDP-Star luminescence, 30 min; hits give high values; 1 = vehicle-only enzyme signal, 0 = enzyme-free wells. activation factor at 10 µM. hit rate 0.24% among 330,000. AID 2805;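 active means activation factor of at least 2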; further: the source names both 10 and 20 µM as test concentration; values of inactives mirror those of a sister screen read the other way
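Assay system: mouse IAP enzyme / Compound: DMSO-dissolved test compounds / Timing: 30 min, room temperature / Measured by: luminescence from enzymatic CDP-Star hydrolysis / Control set: DMSO-only wells, enzyme-free buffer wells as negative control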
A3A deaminase – inhibitors of human APOBEC3A DNA deaminase. recombinant A3A, FAM/TAMRA ssDNA deamination fluorescence. inhibition, % at 20 µM. hit rate 0.41% among 330,000. AID 493011;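 active means at least 40% inhibition at 20 µM here, with at most 30% in a related deaminase screen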;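 further: plate controls were A3A with DMSO for no effect and wells lacking A3A enzyme for full effect; some results filed as inactive read as strong as hits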
Target sequence (P31941 whole entry, looked up): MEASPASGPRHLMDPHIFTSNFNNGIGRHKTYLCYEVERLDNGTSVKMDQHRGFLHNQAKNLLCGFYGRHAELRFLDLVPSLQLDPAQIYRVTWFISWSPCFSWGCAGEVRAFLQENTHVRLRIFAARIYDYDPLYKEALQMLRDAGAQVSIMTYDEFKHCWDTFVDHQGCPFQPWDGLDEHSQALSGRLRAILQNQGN
SENP1 FRET inh – inhibitors of human SENP1 SUMO protease catalytic domain | Q9P0U3 | recombinant SENP1 catalytic domain, CyPet-SUMO1-YPet FRET cleavage | inhibition, % at 10 µM | hit rate 0.21% among 360,000 | AID 624204;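 active means inhibition at least 30% at 10 µM, raw YFP signal under a set limit, fluorescence ratio 0.5 to 1.5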;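 further: 0% = enzyme with DMSO and 100% = no enzyme wells; some results filed as inactive read as strong as hits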
Target sequence (Q9P0U3 419-644 limits assumed): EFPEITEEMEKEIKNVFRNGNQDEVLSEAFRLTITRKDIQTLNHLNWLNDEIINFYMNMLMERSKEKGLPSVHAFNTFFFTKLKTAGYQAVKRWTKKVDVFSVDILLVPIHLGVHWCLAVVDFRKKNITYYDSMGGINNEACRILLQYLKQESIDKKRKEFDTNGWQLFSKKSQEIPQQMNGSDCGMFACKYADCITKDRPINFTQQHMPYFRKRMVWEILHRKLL
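Material: hSENP1 catalytic domain, recombinant; medium: Tris pH 8 with BME, BSA, NP40 and catalase; compound: single concentration of 10 µM compound, 0.5% DMSO final; technique: FRET read of cyan and yellow fluorescence; timing: 50 min enzyme reaction, room temperature, light-protected; reagent: SFCypet-SUMO1-SFYpet substrate at 25 nM; control set: no-enzyme low, enzyme-DMSO high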
mIAP block – mouse IAP inhibition; purified mouse IAP, CDP-Star luminescence, 30 min; inhibition, % at 10 µM; hit rate 0.2% among 330,000; AID 2806;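 active means inhibition of at least 40% at 10 µM in the primary screen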;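 further: plate controls were DMSO with enzyme for no effect and no enzyme wells for full effect; values of inactives mirror those of a sister screen read the other way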
hIAP activ – increases human intestinal alkaline phosphatase activity. P09923. purified human IAP, CDP-Star luminescence, 30 min; hits give high values; 1 = vehicle-only enzyme, 0 = enzyme-free background. activation factor at 10 µM. hit rate 0.16% among 330,000. AID 2524;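 active means activation factor of the enzyme at least 2-fold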; further: the source names both 10 and 20 µM as test concentration; values of inactives mirror those of a sister screen read the other way
NALP3 yeast inh – NALP3 inhibition in yeast. Yeast reconstituted NLRP3/ASC/caspase-1, beta-gal luminescence, 24 h. inhibition, % at 10 µM. hit rate 0.39% among 330,000;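 active means inhibition of 50% or more; inactive means inhibition below 50%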;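 further: plate controls were induced DMSO wells for no effect and uninduced yeast grown without galactose for full effect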
The depositor's hits bear a star. This is a subset; count on the stated rates, not on these rows.

Results follow in this order: hIAP inh, beta cell repl, A3G deaminase, mIAP activ, A3A deaminase, SENP1 FRET inh, mIAP block, hIAP activ, NALP3 yeast inh
CCc1nc(SCC(=O)O)c(C#N)c2c1CCCC2
    0, -4, -2, 1, 3, 0, 0, 1, 8
O=C(NCCc1c[nH]c2ccccc12)C(=O)NCC(c1ccco1)N1CCN(c2ccc(F)cc2)CC1 (stereo not given)
    -6, -1, 0, 0.93, 4, -3, 7, 1.1, 19
COc1ccc2c(c1)CCc1c(C(=O)NCc3ccco3)noc1-2
    13, 3, -6, 0.97, -1, 0, 3, 0.87, 33
COCCN1Cc2cc3cc(C)ccc3nc2SC1=Nc1cccc(OC)c1
    11, 2, -7, 0.72, 0, -5, 28, 0.89, 27
COc1cccc(C(=O)NCC2(c3ccc(OC)c(OC)c3)CCCC2)c1
    -22, 0, -21, 1.1, -4, 4, -7, 1.2, 14
CCOc1cc(C)c(S(=O)(=O)NC2CCCCC2)cc1C
    13, 0, -6, 0.99, -1, 4, 1, 0.87, 2
Nc1nc(Sc2ccc(C(F)(F)F)cc2[N+](=O)[O-])n[nH]1
    -7, -1, -7, 1.1, -5, 1, -10, 1.1, 7
O=C(NN1C(=O)c2ccccc2NC1c1ccccc1OCc1ccccc1)c1ccncc1 (stereo not given)
    -6, -3, -9, 1, -3, 2, -4, 1.1, 11
O=C1NC(=Nc2ccccc2Cl)SC1(CO)CO
    26, 1, -7, 0.97, -8, 2, 2, 0.74, 8
Cn1c(N)c(C(=O)COC(=O)CNS(=O)(=O)c2cccc(Cl)c2)c(=O)n(C)c1=O
    -14, -1, -6, 1.1, -7, 0, -10, 1.1, -5
Cc1c(CC(=O)N[C@@H](C)C(=O)O)c(=O)oc2cc3c(cc12)CCC(C)(C)O3
    -6, 6, -10, 0.96, -3, -3, 4, 1.1, 7
CC(C)OCCCN(CC(O)c1ccccc1)CC(O)c1ccccc1 (stereo not given)
    -10, 0, -4, 1, 2, -2, -1, 1.1, 5
CCCn1nc(Oc2nc(NC(C)C)nc(N(C)C)n2)ccc1=O
    -9, -3, -4, 1.1, 2, 0, -12, 1.1, 14
COc1ccc(CN2CCCCCC2)cc1
    -11, 3, -3, 1, -2, 2, -4, 1.1, 14
Cc1cc(C(=O)N/N=C/c2ccc(-c3cccc(Cl)c3Cl)o2)n[nH]1
    -85, -6, -6, 1, -3, 4, 0, 1.8, 23
COc1ccc(-n2c(Cc3cc(=O)[nH]c(=O)[nH]3)nnc2SCC(=O)Nc2ccccc2)cc1
    4, -1, -9, 1, -1, 3, 0, 0.96, -18
Cc1cc2n(n1)C(c1ccc3c(c1)OCO3)Nc1c(C)cccc1-2 (stereo not given)
    14, -2, -8, 0.99, -2, 1, 1, 0.86, -6
Cc1cc(C(=O)COC(=O)C23CC4CC(CC(O)(C4)C2)C3)c(C)n1-c1c(C)n(C)n(-c2ccccc2)c1=O
    -10, 1, -1, 1.1, 6, -1, -7, 1.1, 7
O=c1oc2ccccc2cc1-c1csc(NN=C2CCCC2)n1
    10, -3, -5, 0.88, 11, -27, 12, 0.9, 25
Cc1cc(C)c(S(=O)(=O)N2CCN(C(=O)c3c(C)noc3C)CC2)c(C)c1
    24, 2, -2, 1.1, 1, -1, -8, 0.76, 15

Some values from the entries so far.
Result of `Nc1nc(Sc2ccc(C(F)(F)F)cc2[N+](=O)[O-])n[nH]1` in SENP1 FRET inh: 1
Result of `COc1cccc(C(=O)NCC2(c3ccc(OC)c(OC)c3)CCCC2)c1` in SENP1 FRET inh: 4

Following part:
Results follow in this order: hIAP inh, beta cell repl, A3G deaminase, mIAP activ, A3A deaminase, SENP1 FRET inh, mIAP block, hIAP activ, NALP3 yeast inh
COCCCNC(=S)NNC(=O)c1cc(C2CC2)nc2ccccc12
    -71, -2, -9, 0.93, 0, 1, 7, 1.7, 23
O=C(O)c1ccc(-c2nnc(-c3cccc(Br)c3)o2)cc1
    -4, -4, -8, 0.95, -5, 2, 5, 1, 21
COc1ccccc1C(=O)NCCC(=O)Nc1ccc(S(=O)(=O)N2CC(C)CC(C)C2)cc1 (stereo not given)
    1, -5, -7, 1.1, 1, -1, -11, 0.99, 24
O=C(Cc1ccccc1)Nc1nnc(SCC(=O)NC2CCCC2)s1
    -11, 1, -9, 1.1, 6, -1, -5, 1.1, 9
CCOc1ccc(CCNC(=O)COC(=O)C2CCN(c3ccc(C(F)(F)F)cn3)CC2)cc1OCC
    -15, -1, -4, 1, 1, -13, -2, 1.1, 17
O=C(CSc1nnc(COc2ccc(Cl)cc2)n1Cc1ccco1)N1CCNC1=O
    3, -2, -5, 1, 3, -2, -1, 0.97, 4
O=C(O)c1cccc(NS(=O)(=O)c2cccc(C(=O)Nc3ccccc3[N+](=O)[O-])c2)c1
    -11, -3, -6, 1, -4, 0, -3, 1.1, 24
COc1ccc(C(=O)NCCCSC)cc1OC1CCN(C(C)C)CC1
    -11, -2, -7, 0.95, -3, -6, 5, 1.1, -1
Cc1ccc(CN2CCNC2=O)cc1
    14, 6, -4, 0.84, 0, 0, 16, 0.86, -1
Cc1cc(C)nc(Oc2ccc(Br)cc2)n1
    6, 1, 2, 1, 2, -2, -3, 0.94, 7
Cc1ccc(S(=O)(=O)N(C)C)cc1NC(=O)COC(=O)c1ccc(Cl)cc1
    5, 1, 0, 1.1, 5, 2, -9, 0.95, 12
O=C(/C=C\c1ccco1)Nc1cc([N+](=O)[O-])ccc1F
    -10, 0, -2, 0.97, -2, 2, 3, 1.1, 15
Cc1ccc(C(=O)N2CCCC(c3ccc(Cl)cc3)=N2)cc1
    7, -3, -7, 0.97, -3, -6, 3, 0.93, 23
COCCN(C(=O)COC(=O)CSc1ccc(Cl)cc1)c1c(N)n(CC(C)C)c(=O)[nH]c1=O
    -10, 2, -11, 0.89, -3, 3, 11, 1.1, 15
CCc1nc(SCC(=O)Nc2cc(C)ccc2OC)c2c(C)c(C)sc2n1
    4, -3, -8, 0.92, 0, 0, 8, 0.96, 24
CNc1ccccc1C(=O)OCC(=O)N(CCOC)c1c(N)n(CC(C)C)c(=O)[nH]c1=O
    -4, 4, -7, 0.98, -3, -9, 2, 1, 12
Cc1ccc(CN2CCN(C(=O)CCC(=O)Nc3nnc(C(C)C)s3)CC2)c(C)c1
    -6, 0, 1, 1.1, 5, 1, -5, 1.1, -2
Cc1ccccc1CCNC(=O)C1CCC(=O)N(Cc2ccc(Cl)cc2)C1 (stereo not given)
    -25, -1, -5, 1.1, 0, 0, -11, 1.3, 3
O=C(Nc1ccccc1C(=O)N1CCOCC1)C1COc2ccccc2O1 (stereo not given)
    -2, -1, 0, 1, 6, 2, -1, 1, -10
CCCCC(=O)NC(=S)Nc1cccc(NC(=O)CC)c1
    18, 4, -6, 0.97, -7, 3, 3, 0.82, -1
O=C(O)c1cc2c(cc1Br)OCCCO2
    -6, -1, -5, 0.99, -3, 3, 1, 1.1, 3
Cc1ccc(Nc2nc(N)nc(-c3oc4ccccc4c3C)n2)cc1
    1, -5, -2, 0.94, 5, 1, 6, 0.99, 22
CCc1cc(=O)oc2cc(OCc3ccc(C(=O)O)o3)ccc12
    -14, -2, -6, 1, 6, 1, -3, 1.1, 17
O=C(Nc1ccccc1Cl)c1ccc(S(=O)(=O)N2CCOCC2)cc1
    -2, -1, 14, 0.96, 5, 3, 4, 1, 12
COc1cc(CNc2cccc(C(=O)O)c2)cc(Br)c1OCC(=O)NC(C)(C)C
    15, 1, -5, 0.93, -1, 1, 7, 0.85, 9
O=C1CC(Cc2ccccc2)C(=O)N1c1ccccn1 (stereo not given)
    10, 8, -5, 0.98, -2, 3, 2, 0.9, 1
Cc1cc(NC(=O)CCC(=O)N(Cc2ccco2)C(C(=O)NC2CCCCC2)c2ccccc2)no1 (stereo not given)
    -14, 0, 1, 1, 2, 0, -1, 1.1, 5
COC(=O)C(C(=O)OC)C(C(=O)OC)C(C(=O)OC)C(=O)OC
    17, -1, -3, 1, -3, 1, -3, 0.83, 18
Cc1cccc(NC(=O)c2c(O)c3ccccc3[nH]c2=O)c1
    11, -4, -3, 0.88, -1, 0, 12, 0.89, 9
CSc1cccc(NC(=S)N(CCC(C)C)C2CCN(C(C)C)CC2)c1
    1, 0, -4, 1.1, -1, -1, -9, 0.99, 5
Cc1cc(N2CCN(C)CC2)nc2ccc(NC(=S)N3CCC4(CC3)OCCO4)cc12
    -10, 2, -7, 1, 4, -10, -3, 1.1, -6
CC(=O)Nc1cccc(-c2csc(NCc3ccccc3)n2)c1
    3, -1, -5, 1.1, -3, 4, -11, 0.97, 5
C[C@@H]1CN([C@H](C)CO)C(=O)c2cc(NC(=O)Nc3ccc(F)cc3)ccc2O[C@H]1CN(C)C(=O)Nc1ccc(C(F)(F)F)cc1
    -7, -1, -8, 2*, -3, 2, -103, 1.1, 13
Cc1ccc(-c2cc(-c3nnc(SCC(=O)NCC(C)C)n3N)c3ccccc3n2)cc1
    18, -3, -5, 0.98, -6, 1, 2, 0.82, 7
O=C(CCC(=O)OCC(=O)c1ccc(-c2ccccc2)cc1)Nc1cccc(Cl)c1
    1, 2, -1, 0.84, 0, 2, 16, 0.99, 6
O=c1c(Cc2ccc(Cl)cc2Cl)c(O)ccn1Cc1ccc(Cl)cc1
    13, -4, -4, 0.98, -3, 3, 2, 0.87, -4
COc1ccc(/C=C/C(=O)NC(=S)Nc2ccc(S(=O)(=O)Nc3ccc(OC)nn3)cc2)cc1
    14, -3, 0, 0.98, 5, 2, 2, 0.86, 6
Clc1ccc2ccc3cccnc3c2n1
    4, -5, -7, 0.99, -2, 0, 1, 0.96, 17
O=C(Nc1ccccc1)C1=C[C@@H](c2ccc(C(F)(F)F)cc2)C[C@@H](OCc2ccc(CO)cc2)O1
    5, -6, -11, 0.98, -5, 2, 2, 0.95, 0

Bioassay records deposited in PubChem BioAssay by Sanford-Burnham Center for Chemical Genomics.
